Screening results deposited in PubChem by Sanford-Burnham Center for Chemical Genomics.
APOBEC3A inh: human APOBEC3A DNA deaminase inhibition; P31941; recombinant A3A, FAM/TAMRA ssDNA deamination fluorescence; inhibition, % at 20 µM; 0.41% of 330,000 active; AID 493011;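 active = at least 40% inhibition at 20 µM here, with at most 30% in a related deaminase screen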;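 also: plate controls were A3A with DMSO for no effect and wells lacking A3A enzyme for full effect; some results filed as inactive read as strong as hits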
Target sequence (P31941 whole entry, looked up): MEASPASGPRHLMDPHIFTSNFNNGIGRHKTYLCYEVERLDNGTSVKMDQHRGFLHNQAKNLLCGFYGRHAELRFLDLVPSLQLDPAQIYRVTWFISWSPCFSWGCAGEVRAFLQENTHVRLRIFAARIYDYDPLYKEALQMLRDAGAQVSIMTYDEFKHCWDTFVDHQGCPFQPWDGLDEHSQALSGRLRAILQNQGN
APOBEC3G inh: APOBEC3G (human) deaminase inhibition; Q9HC16; recombinant A3G, ssDNA deamination FAM/TAMRA fluorescence; inhibition, % at 20 µM; 0.28% of 330,000 active;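 active = inhibition of at least 40% at 20 µM, with no more than 30% in the related APOBEC3A deaminase screen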;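 also: plate controls were DMSO wells with A3G for no effect and wells lacking A3G enzyme for full effect; some compounds called inactive have numbers as strong as hits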
Target sequence (Q9HC16 whole entry, looked up): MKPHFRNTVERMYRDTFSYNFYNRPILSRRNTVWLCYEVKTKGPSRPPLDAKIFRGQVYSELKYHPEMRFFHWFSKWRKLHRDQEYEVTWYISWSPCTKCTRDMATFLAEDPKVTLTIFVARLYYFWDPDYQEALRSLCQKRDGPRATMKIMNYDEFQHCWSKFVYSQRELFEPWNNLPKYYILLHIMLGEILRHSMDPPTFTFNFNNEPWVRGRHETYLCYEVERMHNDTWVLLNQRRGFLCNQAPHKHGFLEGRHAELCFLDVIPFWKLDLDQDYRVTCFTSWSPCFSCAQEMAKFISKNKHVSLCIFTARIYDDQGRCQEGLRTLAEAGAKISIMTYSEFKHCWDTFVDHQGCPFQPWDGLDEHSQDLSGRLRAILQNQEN
tim10-1 inh: inhibits growth of tim10-1 mutant yeast; inhibition, % at 20 µM; 2.2% of 330,000 active; AID 463190; S. cerevisiae tim10-1 ts strain growth, BacTiter-Glo, 24 h;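 active = inhibition of at least 40%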;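 also: mutant grown at 25 °C; 0% = DMSO wells with yeast and 100% = wells holding no yeast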
TIM10 inh: growth inhibitors of TIM10 yeast strain; AID 463195; 1.4% of 330,000 active; S. cerevisiae TIM10 strain growth, BacTiter-Glo luminescence, 24 h; inhibition, % at 10 µM;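 active = inhibition of 40% or more at the single tested concentration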;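 also: wild-type TIM10 isogenic control strain grown at permissive 25 °C; 0% = DMSO yeast wells and 100% = minimal medium wells without yeast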
hIAP block: blocks human intestinal alkaline phosphatase; inhibition, % at 10 µM; 0.12% of 330,000 active; purified IAP, CDP-Star luminescence, 30 min; AID 2544; P09923;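 active = inhibition reaching a set limit with compound at 10 µM in the primary screen, cut at about 35% in these data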;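 also: plate controls were DMSO wells with enzyme for no effect and no-enzyme buffer wells for full effect; values of inactives mirror those of a sister screen read the other way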
Target sequence (P09923 whole entry, looked up): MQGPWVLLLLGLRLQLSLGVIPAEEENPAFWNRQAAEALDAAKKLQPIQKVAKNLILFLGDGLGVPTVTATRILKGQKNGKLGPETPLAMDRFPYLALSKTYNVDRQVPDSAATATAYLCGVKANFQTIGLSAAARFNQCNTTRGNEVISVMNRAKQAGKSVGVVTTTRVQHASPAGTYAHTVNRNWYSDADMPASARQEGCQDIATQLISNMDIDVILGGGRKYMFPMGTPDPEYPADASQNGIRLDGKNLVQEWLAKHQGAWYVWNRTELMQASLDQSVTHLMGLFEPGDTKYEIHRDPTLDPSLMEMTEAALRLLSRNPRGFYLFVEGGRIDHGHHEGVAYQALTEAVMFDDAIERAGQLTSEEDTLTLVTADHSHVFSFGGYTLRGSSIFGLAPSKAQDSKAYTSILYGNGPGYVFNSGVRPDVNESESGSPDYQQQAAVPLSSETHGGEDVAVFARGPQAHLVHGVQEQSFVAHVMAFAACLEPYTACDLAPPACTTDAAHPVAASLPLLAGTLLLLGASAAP
NLRP3 yeast inh: NALP3 inhibition in yeast | Yeast reconstituted NLRP3/ASC/caspase-1, beta-gal luminescence, 24 h | 0.39% of 330,000 active | inhibition, % at 10 µM;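 active = inhibition of 50% or more; inactive = inhibition below 50%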;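 also: plate controls were induced DMSO wells for no effect and uninduced yeast grown without galactose for full effect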
MIN6 prolif: inducers of beta-cell replication in MIN6 cells; MIN6 cells proliferation, ATPlite luminescence, 48 h; cells starved in 0.2% serum; 100% = growth in 10% serum; proliferation, % at 10 µM; 0.29% of 330,000 active;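 active = compounds whose signal lies at least 3.5 SD above the mean of all wells on their plate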;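 also: 0% = DMSO-treated cells in low-serum medium and 100% = 10% serum control; some compounds called inactive have numbers as strong as hits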
mIAP act: mouse IAP activation; AID 2805; 0.24% of 330,000 active; muIAP, CDP-Star luminescence, 30 min; stronger effect = higher value; 1 = vehicle-only enzyme signal, 0 = enzyme-free wells; activation factor at 10 µM;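 active = activation factor of at least 2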; also: the source names both 10 and 20 µM as test concentration; values of inactives mirror those of a sister screen read the other way
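Assay system: mouse IAP enzyme / Compound: DMSO-dissolved test compounds / Timing: 30 min, room temperature / Measured by: luminescence from enzymatic CDP-Star hydrolysis / Control set: DMSO-only wells, enzyme-free buffer wells as negative control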
mIAP block: blocks mouse intestinal alkaline phosphatase; purified mouse IAP, CDP-Star luminescence, 30 min; AID 2806; 0.2% of 330,000 active; inhibition, % at 10 µM;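 active = inhibition of at least 40% at 10 µM in the primary screen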;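 also: plate controls were DMSO with enzyme for no effect and no enzyme wells for full effect; values of inactives mirror those of a sister screen read the other way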
The depositor's hits bear a star. Hits appear at their usual frequency (roughly 4.6% active in at least one column).

What do the screens show for `CCc1ccc2c(c1)cc(CN(C(=S)Nc1ccccc1C)C1CC1)c1nnnn12`?
APOBEC3A inh: -1; APOBEC3G inh: -6; tim10-1 inh: 7; TIM10 inh: -20; hIAP block: 20; NLRP3 yeast inh: 2; MIN6 prolif: -2; mIAP act: 0.92; mIAP block: 8

How did O=C(CN1CCC(n2nnc3ccccc32)CC1)Nc1ccc2c(c1)CCC2 do in these assays?
APOBEC3A inh: -5; APOBEC3G inh: -7; tim10-1 inh: 18; TIM10 inh: 21; hIAP block: -4; NLRP3 yeast inh: 20; MIN6 prolif: -4; mIAP act: 1.1; mIAP block: -13

What do the screens show for `CCOC(=O)CSc1nc2c(c(=O)n1-c1ccc(OCC)cc1)SCC2`?
APOBEC3A inh: -4; APOBEC3G inh: -6; tim10-1 inh: 0; TIM10 inh: 3; hIAP block: 4; NLRP3 yeast inh: 3; MIN6 prolif: -2; mIAP act: 0.95; mIAP block: 5

What do the screens show for `O=c1c2c3c(sc2n(CCN2CCCC2)c(=O)n1Cc1ccccc1)CCCCC3`?
APOBEC3A inh: -7; APOBEC3G inh: -7; tim10-1 inh: 23; TIM10 inh: 17; hIAP block: 6; NLRP3 yeast inh: 17; MIN6 prolif: -4; mIAP act: 0.95; mIAP block: 5

Results for COc1ccc(CCNC(=O)Cn2nc(C(=O)O)c3ccccc3c2=O)cc1OC ?
APOBEC3A inh: 19; APOBEC3G inh: -1; tim10-1 inh: 13; TIM10 inh: 6; hIAP block: 7; NLRP3 yeast inh: 23; MIN6 prolif: -3; mIAP act: 1.1; mIAP block: -6

Results for Cn1c(N)c(C(=O)CSc2nnc(NC3CCCCC3)s2)c(=O)n(C)c1=O ?
APOBEC3A inh: -1; APOBEC3G inh: -13; tim10-1 inh: -19; TIM10 inh: -13; hIAP block: 2; NLRP3 yeast inh: 11; MIN6 prolif: -1; mIAP act: 0.98; mIAP block: 2

How did O=C(O)c1ccc(Cn2cc(C(F)(F)F)ccc2=O)cc1 do in these assays?
APOBEC3A inh: 2; APOBEC3G inh: -3; tim10-1 inh: 4; TIM10 inh: -1; hIAP block: -36; NLRP3 yeast inh: 8; MIN6 prolif: -1; mIAP act: 1; mIAP block: -2

How did C/C=C/C(=O)Nc1ccccc1Br do in these assays?
APOBEC3A inh: -2; APOBEC3G inh: -5; tim10-1 inh: 19; TIM10 inh: 21; hIAP block: -2; NLRP3 yeast inh: -36; MIN6 prolif: 0; mIAP act: 0.95; mIAP block: 5

How did O=C(NCc1ccc2c(c1)OCO2)c1ccc2c(c1)C(=O)N(Cc1cccnc1)C2=O do in these assays?
APOBEC3A inh: -4; APOBEC3G inh: -8; tim10-1 inh: 6; TIM10 inh: 4; hIAP block: 5; NLRP3 yeast inh: 3; MIN6 prolif: -2; mIAP act: 1; mIAP block: -5

Results for OC1COC(OCC2OC(OCc3ccccc3)C(O)C(O)C2O)C(O)C1O (stereo not drawn) ?
APOBEC3A inh: -2; APOBEC3G inh: -6; tim10-1 inh: -15; TIM10 inh: 0; hIAP block: 15; NLRP3 yeast inh: 13; MIN6 prolif: 2; mIAP act: 0.88; mIAP block: 12

Results for COc1ccccc1C(=O)NCCn1cc(SCC(=O)NCC2CCCO2)c2ccccc21 (stereo not drawn) ?
APOBEC3A inh: -1; APOBEC3G inh: -4; tim10-1 inh: 4; TIM10 inh: 8; hIAP block: 4; NLRP3 yeast inh: -5; MIN6 prolif: 1; mIAP act: 0.86; mIAP block: 14

How did Cc1ccc(S(=O)(=O)N2CCN(S(=O)(=O)N3CCCCC3)CC2)c(C)c1 do in these assays?
APOBEC3A inh: 1; APOBEC3G inh: 7; tim10-1 inh: 3; TIM10 inh: -8; hIAP block: -14; NLRP3 yeast inh: 14; MIN6 prolif: 0; mIAP act: 0.91; mIAP block: 9

How did Cc1ccc2[nH]c3c(=O)n(CCCN4CCOCC4)cnc3c2c1 do in these assays?
APOBEC3A inh: -1; APOBEC3G inh: 0; tim10-1 inh: 3; TIM10 inh: -7; hIAP block: 3; NLRP3 yeast inh: 2; MIN6 prolif: -3; mIAP act: 1; mIAP block: -1

Results for Cc1nc(/C(N)=N/OC(=O)c2cccc(Cl)c2)c(C(F)(F)F)o1 ?
APOBEC3A inh: -2; APOBEC3G inh: -1; tim10-1 inh: 2; TIM10 inh: 2; hIAP block: 5; NLRP3 yeast inh: 21; MIN6 prolif: -1; mIAP act: 0.93; mIAP block: 7

What do the screens show for `CCN(CC(=O)NCc1cccs1)C(=O)c1ccc(S(=O)(=O)Nc2ccccc2C)cc1`?
APOBEC3A inh: -1; APOBEC3G inh: -5; tim10-1 inh: 4; TIM10 inh: 3; hIAP block: -5; NLRP3 yeast inh: 2; MIN6 prolif: -2; mIAP act: 0.98; mIAP block: 2

How did O=C1OC(Nc2ccc3c(c2)OCO3)c2ccccc21 (stereo not drawn) do in these assays?
APOBEC3A inh: 2; APOBEC3G inh: 32; tim10-1 inh: 28; TIM10 inh: 21; hIAP block: 0; NLRP3 yeast inh: 23; MIN6 prolif: 5.0*; mIAP act: 0.85; mIAP block: 15

What do the screens show for `CC(C)CCOc1ccc(-c2c(=O)n(OCc3ccc([N+](=O)[O-])cc3)c3ccccc3[n+]2[O-])cc1`?
APOBEC3A inh: 4; APOBEC3G inh: 1; tim10-1 inh: 28; TIM10 inh: 13; hIAP block: 3; NLRP3 yeast inh: 25; MIN6 prolif: -6; mIAP act: 1; mIAP block: -2

Results for Cc1nc(C(=O)Nc2cccc(Cl)c2Cl)nn1-c1cc(OC(C)C)c(Cl)cc1Cl ?
APOBEC3A inh: -3; APOBEC3G inh: -6; tim10-1 inh: 29; TIM10 inh: 18; hIAP block: -2; NLRP3 yeast inh: 1; MIN6 prolif: -6; mIAP act: 0.75; mIAP block: 25

Results for CCOc1ccc(N2C=Nc3ccc(OCC)cc3C2)cc1 ?
APOBEC3A inh: -6; APOBEC3G inh: -12; tim10-1 inh: 42*; TIM10 inh: -1; hIAP block: -9; NLRP3 yeast inh: 59*; MIN6 prolif: -1; mIAP act: 0.97; mIAP block: 3

Results for Cc1ccc(S(=O)(=O)N(Cc2ccccc2)c2ccccc2C(=O)N2CCCCC2)cc1 ?
APOBEC3A inh: -5; APOBEC3G inh: -6; tim10-1 inh: 15; TIM10 inh: 16; hIAP block: -10; NLRP3 yeast inh: -3; MIN6 prolif: 1; mIAP act: 1.2; mIAP block: -17

The closing two compounds of the part before come first, to join the parts.
Results for CCOc1ccc(N2C=Nc3ccc(OCC)cc3C2)cc1 ?
APOBEC3A inh: -6; APOBEC3G inh: -12; tim10-1 inh: 42*; TIM10 inh: -1; hIAP block: -9; NLRP3 yeast inh: 59*; MIN6 prolif: -1; mIAP act: 0.97; mIAP block: 3

Results for Cc1ccc(S(=O)(=O)N(Cc2ccccc2)c2ccccc2C(=O)N2CCCCC2)cc1 ?
APOBEC3A inh: -5; APOBEC3G inh: -6; tim10-1 inh: 15; TIM10 inh: 16; hIAP block: -10; NLRP3 yeast inh: -3; MIN6 prolif: 1; mIAP act: 1.2; mIAP block: -17

How did COc1ccccc1C1CCCN1Cc1nc(-c2ccc(C)s2)oc1C (stereo not drawn) do in these assays?
APOBEC3A inh: -1; APOBEC3G inh: 0; tim10-1 inh: 28; TIM10 inh: 14; hIAP block: 2; NLRP3 yeast inh: 5; MIN6 prolif: -3; mIAP act: 1.1; mIAP block: -5

What do the screens show for `Cc1cc(NC(=O)C(C)Sc2nc(-c3cccs3)nc3ccccc23)no1` (stereo not drawn)?
APOBEC3A inh: 15; APOBEC3G inh: -2; tim10-1 inh: 10; TIM10 inh: 7; hIAP block: -29; NLRP3 yeast inh: 20; MIN6 prolif: -5; mIAP act: 0.89; mIAP block: 11

Results for O=C(Cn1cnc2ccccc2c1=O)N1CCN(c2ccc(F)cc2)CC1 ?
APOBEC3A inh: 1; APOBEC3G inh: -5; tim10-1 inh: -7; TIM10 inh: -2; hIAP block: 11; NLRP3 yeast inh: 11; MIN6 prolif: 0; mIAP act: 0.95; mIAP block: 5

Results for COc1cc(/C=C(\C#N)C(=O)N2CCc3ccccc32)ccc1O ?
APOBEC3A inh: 4; APOBEC3G inh: 1; tim10-1 inh: 30; TIM10 inh: 13; hIAP block: 22; NLRP3 yeast inh: -21; MIN6 prolif: 0; mIAP act: 0.8; mIAP block: 20

Results for Cc1cccc(NC(=O)c2cnc3scc(C)n3c2=O)c1 ?
APOBEC3A inh: 1; APOBEC3G inh: -3; tim10-1 inh: 9; TIM10 inh: 1; hIAP block: -16; NLRP3 yeast inh: 45; MIN6 prolif: 6; mIAP act: 1; mIAP block: -3

What do the screens show for `O=C(Nc1ccccc1C(=O)NC1CCCCC1)c1ccccc1`?
APOBEC3A inh: -4; APOBEC3G inh: -8; tim10-1 inh: 25; TIM10 inh: 4; hIAP block: -18; NLRP3 yeast inh: 19; MIN6 prolif: 2; mIAP act: 1; mIAP block: -3

What do the screens show for `Cc1ccc(N2CC(C(=O)N3CCOCC3)CC2=O)cc1C` (stereo not drawn)?
APOBEC3A inh: -4; APOBEC3G inh: 3; tim10-1 inh: 2; TIM10 inh: -11; hIAP block: 14; NLRP3 yeast inh: -14; MIN6 prolif: 0; mIAP act: 0.98; mIAP block: 2

How did Cc1ccc([C@@H]2C[C@H]3CN(Cc4cccc(Cl)c4)C(=O)[C@]34CCCN24)o1 do in these assays?
APOBEC3A inh: 0; APOBEC3G inh: -4; tim10-1 inh: 19; TIM10 inh: 8; hIAP block: 5; NLRP3 yeast inh: -6; MIN6 prolif: -1; mIAP act: 0.99; mIAP block: 1

Results for Cc1ccc2c(Cl)c(C(=O)Nc3nn[nH]n3)sc2c1 ?
APOBEC3A inh: 1; APOBEC3G inh: -3; tim10-1 inh: 2; TIM10 inh: 1; hIAP block: -7; NLRP3 yeast inh: -1; MIN6 prolif: 1; mIAP act: 0.89; mIAP block: 12

What do the screens show for `Oc1c(Br)cc(Br)c(/C=N/n2c(-c3ccccc3)n[nH]c2=S)c1Br`?
APOBEC3A inh: 7; APOBEC3G inh: 24; tim10-1 inh: 29; TIM10 inh: 21; hIAP block: -11; NLRP3 yeast inh: 20; MIN6 prolif: -4; mIAP act: 0.87; mIAP block: 13

What do the screens show for `COc1ccc(CCn2nnc(-c3ccc(NC(C)=O)c(Cl)c3)n2)cc1`?
APOBEC3A inh: -5; APOBEC3G inh: -5; tim10-1 inh: 8; TIM10 inh: -3; hIAP block: 12; NLRP3 yeast inh: 13; MIN6 prolif: -3; mIAP act: 1; mIAP block: -5

What do the screens show for `CS(=O)(=O)N1CCN(C(=O)c2cccnc2)CC1`?
APOBEC3A inh: -3; APOBEC3G inh: -7; tim10-1 inh: -17; TIM10 inh: -2; hIAP block: -16; NLRP3 yeast inh: 14; MIN6 prolif: -3; mIAP act: 1; mIAP block: -1

Results for C=CCn1c(C)cc(C(=O)COC(=O)CCc2cc(OC)c(OC)c(OC)c2)c1C ?
APOBEC3A inh: -4; APOBEC3G inh: -6; tim10-1 inh: 19; TIM10 inh: 16; hIAP block: 5; NLRP3 yeast inh: -7; MIN6 prolif: -2; mIAP act: 1.1; mIAP block: -5

How did O=C(c1cc(-c2ccccc2Cl)nc2ccccc12)N1CCC1 do in these assays?
APOBEC3A inh: -1; APOBEC3G inh: -10; tim10-1 inh: 10; TIM10 inh: 0; hIAP block: 3; NLRP3 yeast inh: 16; MIN6 prolif: 0; mIAP act: 0.95; mIAP block: 5

Results for CNc1c(NS(=O)(=O)c2ccc(F)c(Cl)c2)c(=O)oc2ccccc12 ?
APOBEC3A inh: -4; APOBEC3G inh: -10; tim10-1 inh: -21; TIM10 inh: 9; hIAP block: 4; NLRP3 yeast inh: 11; MIN6 prolif: -3; mIAP act: 0.93; mIAP block: 7
